tuberculosis growth = growth inhibition of non-replicating M. tuberculosis (AID 488890); Mycobacterium tuberculosis non-replicating, growth inhibition; higher % means a stronger effect; inhibition, % at 25 µM, or IC50 in µM where a hit was titrated; actives 0.39% (n = 320,000); in the data active = a potency from the dose series; inconclusive = inhibition mostly from about 82% at the one dose, without a potency; inactive = the rest, 99 in 100 with inhibition below about 76%;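 note: plate controls were DMSO cells for no effect and high antibiotic wells for full effect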
H37Rv inhibition = M. tuberculosis growth inhibition, HTS (AID 449762) | inhibition, % at 25 µM; hits with a dose series show IC50 in µM | actives 0.59% (n = 330,000) | M. tuberculosis H37Rv growth inhibition, 7H9 media; higher % means a stronger effect; in the data active = a potency from the dose series; inconclusive = inhibition above about 70% without an active follow-up result;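 note: bacterial growth assessed after seven days of incubation; strong numbers were not always called active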
inhibitors of VEEV = inhibitors of VEEV TC-83 cytopathic effect, confirmation, Vero cells (AID 588727) | actives 0.13% (n = 350,000) | inhibition, % at 20 µM, or IC50 in µM where a hit was titrated | Vero cells, VEEV TC-83 cytopathic effect inhibition; higher % means a stronger effect; in the data active = a potency from the dose series; inconclusive = inhibition mostly from about 14% at the one dose, without a potency; inactive = the rest, 99 in 100 with inhibition below about 12%; note: strong numbers were not always called active
PhoP GFP inhibition = Inhibition of PhoP regulon, Salmonella typhi GFP reporter cells, confirmation, 4 h (AID 1850); Salmonella Typhi PhoP-promoter GFP reporter, fluorescence, 4 h; higher % means a stronger effect; one-dose inhibition, % at 50 µM; IC50 in µM for titrated hits; actives 0.33% (n = 310,000); in the data active = a potency from the dose series; inconclusive = inhibition mostly from about 25% at the one dose, without a potency; inactive = the rest, 99 in 100 with inhibition below about 19%;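 note: 0% = induced wells with vehicle and 100% = uninduced wells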
influenza NS1A = NS1A inhibition, H1N1 influenza, cell based functional assay (AID 504329); actives 0.3% (n = 340,000); inhibition, % at 12.5 µM, or IC50 in µM where a hit was titrated; NS1A functional cell-based assay, percent inhibition; higher % means a stronger effect; in the data active = a potency from the dose series; inconclusive = inhibition above about 27% without an active follow-up result; note: strong numbers were not always called active
inhibitors of VEEV 10K pilot screen = further read-out of inhibitors of VEEV, marked with its call; inhibition, %; measured here: 10K pilot screen inhibition
* marks the source's active call; other numbers are inactive results; i = inactive; ? = inconclusive; nt = no result given. Not a hit list. Share with any hit: about 1.6%.

SMILES	tuberculosis growth	H37Rv inhibition	inhibitors of VEEV	PhoP GFP inhibition	influenza NS1A	others
O=c1c2cn(Cc3ccc(F)cc3)c3ccccc3c-2nn1Cc1ccc(F)cc1	nt	nt	2.7%	nt	22%
COc1ccc(-n2nnnc2SCC(=O)Nc2c(C)n[nH]c2C)cc1	10%	1%	i	nt	1%
O=C(NCCCc1ccccc1)c1cccs1	nt	nt	1.7%	-2%	18%
O=C(NCc1cccs1)NC1CCCCC1	56%	-3%	0.0%	7%	-2%
CCOCCCNC(=O)Cn1ncc2c(=O)oc3ccccc3c21	-17%	-11%	0.7%	-3%	-1%
COc1ccc(S(=O)(=O)NC2CC(=O)N(c3ccc4c(c3)OCCO4)C2)cc1 (stereo not drawn)	-8%	4%	1.5%	9%	-8%
COc1ccc(-c2csc(CCn3nc(C)cc3C)n2)cc1	22%	1%	4.3%	-5%	1%
CN(C)c1ccc(CNS(=O)(=O)c2ccc3c(c2)NC(=O)CS3)cc1	25%	10%	i	-5%	12%
Cc1ccccc1S(=O)(=O)Cc1ccc(C(=O)N2CCN(c3ccc(F)cc3)CC2)o1	22%	-3%	i	4%	-11%
CCCCCn1c(NC(=O)c2ccco2)c(S(=O)(=O)c2ccc(C)cc2)c2nc3ccccc3nc21	37%	-11%	2.8%	-4%	-2%
CSc1ccc(CN2CCN(C(=O)COc3cccc(C)c3)CC2)cc1	28%	21%	0.4%	-9%	13%
O=[N+]([O-])c1cccc(NC(=S)Nc2nc(-c3ccccc3Cl)cs2)c1	60%	-1%	7.7%	-10%	1%
CCOC(=O)c1sc(NS(=O)(=O)c2ccc(NC(C)=O)cc2)nc1C	-2%	-2%	i	6%	-2%
O=Cc1cn(CC(O)CN2CCCCC2)c2ccccc12 (stereo not drawn)	12%	6%	1.1%	-21%	1%
Nc1ccc(S(=O)(=O)Nc2nccc(/C=C/c3ccccc3F)n2)cc1	12%	21%	0.6%	5%	nt
O=C(c1ncc[nH]1)c1ccccc1C(=O)N1CCOCC1	-6%	-1%	1.0%	-3%	4%
O=Cc1nccc2ccccc12	nt	nt	0.8%	nt	-16%
CN(C)/C=C1\NC(=S)N(c2ccc(Cl)cc2)C1=O	48%	-1%	0.9%	5%	2%
CCCC(O)(c1ccc(Cl)cc1)C(CN1CCOCC1)c1ccc(Cl)cc1 (stereo not drawn)	16%	35%	0.9%	-12%	-4%
CC(C)Cn1c(C23CC4CC(CC(C4)C2)C3)n[nH]c1=S	46%	3%	4.2%	-7%	-9%
COc1cccc(C(=O)O[C@H]2[C@H](Cc3ccccc3)NS(=O)(=O)[C@H]3C[C@@H]4C=C[C@]23O4)c1	25%	0%	0.3%	nt	11%
COC(=O)c1cc2c(cc1Cl)SC(=NCCCN1CCOCC1)NS2(=O)=O	6%	-6%	2.4%	5%	7%
COCCn1c(-c2ccc(C#N)cc2)nc2c1c(=O)[nH]c(=O)n2Cc1ccccc1	-2%	-6%	3.1%	-1%	-11%
CCC(C)NS(=O)(=O)c1ccc(NC(=O)C2CCCO2)cc1 (stereo not drawn)	-14%	2%	i	-2%	-1%
COc1ccc(C(=O)NCCc2nnc3ccc(SCC(=O)N4CCOCC4)nn23)cc1	6%	20%	2.1%	7%	-4%
N=c1oc2cc(O)ccc2cc1C(=O)Nc1ccc(Br)cc1	?	0.86µM*	5.8%	11%	-4%
CC(=O)Nc1ccc(S(=O)(=O)Oc2ccc(C(=S)N3CCCCC3)cc2)cc1	12%	-5%	1.8%	-11%	-6%
N#CCc1ccc(NC(=O)c2ccc(S(=O)(=O)N3CCCC3)cc2)cc1	-5%	4%	2.0%	9%	9%
CCn1c(N)c(C(=O)NCCOC)sc1=S	-1%	-7%	1.1%	-9%	-19%
CCOC(=O)C1CCN(C(=O)c2cccc(NS(=O)(=O)c3ccc(F)c(F)c3)c2)CC1	5%	-3%	1.2%	1%	3%
Cc1ccc(-c2cc(C(=O)Nc3cnn(C(C)C)c3)no2)cc1	17%	17%	9.9%	0%	-1%
CCn1c(=O)cc(SCC(=O)Nc2cccc(SC)c2)c2ccccc21	-4%	1%	8.2%	1%	8%
CSc1nsc(SC)c1C(=O)OCC(F)(F)F	1%	-1%	i	-4%	-1%
O=C1Nc2ccccc2C(c2ccccc2)=NC1O (stereo not drawn)	-17%	3%	i	2%	22%
CC(C)CN(Cc1cc2ccccc2[nH]c1=O)C(=O)c1cccnc1	-3%	-8%	i	-1%	0%	inhibitors of VEEV 10K pilot screen=0.7
O=C(OCCN(C1=NS(=O)(=O)c2ccccc21)c1ccccc1Cl)c1ccc(Cl)cc1	25%	-8%	i	0%	-5%
C(/C=C/c1ccco1)=N/N1CCN(c2ccccc2)CC1	42%	10%	i	-4%	5%
COc1cccc(NS(=O)(=O)c2ccc3c(c2)C2C=CCC2C(c2ccc(C(=O)O)cc2)N3)c1 (stereo not drawn)	-12%	-10%	1.2%	0%	>100µM*
COc1ccccc1-c1cc(C(F)(F)F)nc(S(=O)(=O)CCCC(=O)Nc2cccnc2Cl)n1	nt	nt	5.0%	nt	-2%
CN1CCN(c2ccc(NC(=O)CSc3nnnn3-c3ccccc3F)cc2)CC1	4%	3%	i	9%	-5%

Part of the list above in order of count of non-hydrogen atoms, ascending.
SMILES	tuberculosis growth	H37Rv inhibition	inhibitors of VEEV	PhoP GFP inhibition	influenza NS1A	others
CCC(C)NS(=O)(=O)c1ccc(NC(=O)C2CCCO2)cc1 (stereo not drawn)	-14%	2%	i	-2%	-1%
Cc1ccc(-c2cc(C(=O)Nc3cnn(C(C)C)c3)no2)cc1	17%	17%	9.9%	0%	-1%
COC(=O)c1cc2c(cc1Cl)SC(=NCCCN1CCOCC1)NS2(=O)=O	6%	-6%	2.4%	5%	7%
CN1CCN(c2ccc(NC(=O)CSc3nnnn3-c3ccccc3F)cc2)CC1	4%	3%	i	9%	-5%
O=C(OCCN(C1=NS(=O)(=O)c2ccccc21)c1ccccc1Cl)c1ccc(Cl)cc1	25%	-8%	i	0%	-5%
COc1cccc(NS(=O)(=O)c2ccc3c(c2)C2C=CCC2C(c2ccc(C(=O)O)cc2)N3)c1 (stereo not drawn)	-12%	-10%	1.2%	0%	>100µM*

Continued.
SMILES	tuberculosis growth	H37Rv inhibition	inhibitors of VEEV	PhoP GFP inhibition	influenza NS1A	others
CN(c1ccc(F)cc1)S(=O)(=O)c1ccc(Cl)c(C(=O)NC2(C)CCS(=O)(=O)C2)c1 (stereo not drawn)	10%	-9%	0.9%	nt	-11%
COCCn1nnnc1SCC(=O)N1CCCCC1	-6%	-9%	i	-9%	0%
CC(=O)N/C(=C\c1ccc(Br)s1)C(=O)O	-7%	-5%	1.1%	4%	5%
Nc1c(N(Cc2ccco2)C(=O)COc2ccccc2Cl)c(=O)[nH]c(=O)n1Cc1ccccc1	15%	5%	5.7%	nt	-8%
CCCCSc1cc(=O)n(-c2ccccc2)nc1C(=O)OCC	5%	-2%	1.3%	-9%	-2%
Cc1ccnc(N2C3CCC2CC(O)(c2ccccc2)C3)n1 (stereo not drawn)	7%	2%	0.3%	7%	-4%
Cc1cc2c(n1-c1ccc(C(N)=O)cc1)CC(C)(C)CC2=O	9%	-19%	i	-3%	3%
CCOC(=O)C1(Cc2cccc(Cl)c2)CCCN(C(=O)c2cn[nH]c2)C1 (stereo not drawn)	-12%	-9%	2.3%	-13%	14%
COc1cccc(C2=NOC(C(=O)Nc3cccc(C(C)=O)c3)C2)c1OC (stereo not drawn)	1%	9%	2.3%	-2%	-7%
CCn1c(CNC(=O)c2ccco2)nnc1SCC(=O)c1ccccc1	11%	6%	i	1%	-112%
Cc1ccccc1S(=O)Cc1ccc(C(=O)N2CCN(C(=O)c3ccco3)CC2)o1 (stereo not drawn)	2%	-7%	1.4%	-1%	0%
O=C(Nc1cccc2ccccc12)N1CCN(c2ncccn2)CC1	-7%	4%	0.4%	12%	2%
CC(=O)Nc1ccc(NC(=O)COc2ccc3c(c2)CCC3)cc1	nt	2%	3.1%	-2%	2%
Nc1nc(CSC(=S)N2CCCCC2)nc(Nc2ccccc2)n1	?	4%	1.0%	-3%	7%
c1ccc(OCCOCCN2CCN(C(c3ccccc3)c3ccccc3)CC2)cc1	?	?	i	2%	27%
CC(C)(C)NC(=O)CN(C(=O)Cn1nnc(-c2ccc(Cl)cc2)n1)C1CCN(Cc2ccccc2)CC1	38%	13%	3.4%	-4%	0%
c1ccc(-c2csc(-c3ccncc3)n2)cc1	39%	9%	1.3%	-19%	7%
OCC(CO)(CO)NC(=S)Nc1cc(Cl)cc(Cl)c1	64%	6%	2.3%	4%	-2%
C/C(=N\Nc1ccc([N+](=O)[O-])cc1)c1ccc2c(c1)OCO2	-9%	0%	0.6%	-2%	-4%
CCCCNC(=O)CNC(=S)N(Cc1cc(OC)c(OC)c(OC)c1)C1CCCC1	-6%	1%	0.1%	-1%	4%
C=C(C)c1ccc(C(C)(C)NC(=O)NCc2ccco2)cc1	25%	2%	0.2%	-4%	-1%
O=C(CCNC(=O)c1ccco1)Nc1ccc(OC(F)F)cc1	-4%	-8%	i	-3%	-12%
CC(=O)c1sc(NC(=O)COc2ccc(Cl)cc2C)nc1C	-5%	-1%	i	8%	5%
CC(SCc1nc2sc3c(c2c(=O)[nH]1)CCCC3)C(=O)Nc1ccccn1 (stereo not drawn)	7%	-3%	4.1%	0%	-2%
O=C(CSc1nnc2n1CCCN2)c1ccc(Cl)cc1	0%	-1%	0.9%	-14%	11%
CCN(C(=O)Cc1ccc(NC2=NC3CS(=O)(=O)CC3S2)cc1)c1ccccc1 (stereo not drawn)	nt	11%	i	10%	12%
C=CCNC(NC(=O)c1ccccc1)(C(=O)OCC)C(F)(F)F (stereo not drawn)	3%	6%	i	6%	-6%
Cc1[nH]c2ccccc2c1CN1CCC(CO)(Cc2ccccc2)CC1	7%	5%	0.6%	3%	9%	inhibitors of VEEV 10K pilot screen=2.1
C=CCn1c(Cc2cccc3ccccc23)n[nH]c1=S	-30%	15%	0.6%	-6%	-9%
CCN1CCN(C(=O)c2cc(COc3c(C)cccc3C)on2)CC1	1%	-2%	3.0%	13%	9%
CN(C(=O)CSc1nnc(-c2c[nH]c3ccccc23)n1C1CC1)C1CCS(=O)(=O)C1 (stereo not drawn)	13%	7%	1.7%	nt	-5%
CC(C(=O)OCC(=O)c1cccc([N+](=O)[O-])c1)N1C(=O)C2C3C=CC(C3)C2C1=O (stereo not drawn)	-1%	-3%	3.9%	4%	5%
Cc1c(C(=O)N(Cc2nccn2C)C(C)C)oc2c(F)cccc12	7%	2%	i	-1%	3%
O=C(CNC(=S)N(CCCN1CCOCC1)Cc1cccs1)NC1CCCC1	4%	-9%	3.8%	4%	9%
CC(C)(C)N1OC2CC1c1nc3ccccc3n1C2 (stereo not drawn)	-3%	4%	0.2%	18%	-1%
Cc1cc(NC(=O)c2cc(C(C)C)on2)no1	nt	nt	1.0%	1%	22%
CS(=O)(=O)N(CC(=O)Nc1ccccc1C(=O)N1CCOCC1)c1ccc(Cl)cc1	0%	-5%	i	5%	10%
Cc1ccccc1-c1nn[nH]n1	5%	1%	i	10%	-3%
CCOc1ccc(C(Nc2ccc(C)cc2)P2(=O)OCCC(C)O2)cc1 (stereo not drawn)	-11%	2%	2.2%	14%	-19%
O=S(=O)(NC1C2CC3CC(C2)CC1C3)c1ccc(F)cc1 (stereo not drawn)	nt	nt	0.6%	nt	-1%

Compounds shown so far with a COOH group:
SMILES	tuberculosis growth	H37Rv inhibition	inhibitors of VEEV	PhoP GFP inhibition	influenza NS1A	others
COc1cccc(NS(=O)(=O)c2ccc3c(c2)C2C=CCC2C(c2ccc(C(=O)O)cc2)N3)c1 (stereo not drawn)	-12%	-10%	1.2%	0%	>100µM*
CC(=O)N/C(=C\c1ccc(Br)s1)C(=O)O	-7%	-5%	1.1%	4%	5%

Next part:
SMILES	tuberculosis growth	H37Rv inhibition	inhibitors of VEEV	PhoP GFP inhibition	influenza NS1A	others
S=C(NCCc1ccccc1)NCC1CCCO1 (stereo not drawn)	64%	-2%	0.8%	-1%	0%
O=C(c1ccc(Cl)cc1)N1CCC(O)(CSc2ccc(Cl)cc2Cl)CC1	25%	53%	2.5%	-8%	-3%
COc1cc(O)c(C(CCN2CCCC(C)C2)c2cc(OC)c(OC)c(OC)c2)c(OC)c1 (stereo not drawn)	15%	-1%	i	-15%	5%
CC[C@@H]1CC=C[C@H]2[C@H]1C(=O)N(Cc1ccccc1)[C@H]2c1ccc(OC)c(Cl)c1	-7%	4%	2.6%	-1%	2%
Cc1ccc(C23CC4CC(CC(CC(=O)NC(C)(C)CO)(C4)C2)C3)cc1	33%	23%	i	-5%	-4%
CCc1ccc(NS(=O)(=O)c2cc3c4c(c2)CCN4C(=O)CC3)cc1	nt	4%	3.7%	13%	-14%

Screening data as filed in PubChem BioAssay.
